# Source: PubChem BioAssay (National Center for Advancing Translational Sciences (NCATS))
# PI4K2A block = inhibitors of human PI4K2A; purified PI4K2A, ADP-Glo luminescence, 1 h; hits give low values; activity change, negative = inhibition, % at 76.9 µM; 0.13% of 420,000 active; AID 1346378; in the data active means activity change below about -50%;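 further: -100% = wells without enzyme as full effect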
# Target sequence (Q9BTU6 whole entry, looked up): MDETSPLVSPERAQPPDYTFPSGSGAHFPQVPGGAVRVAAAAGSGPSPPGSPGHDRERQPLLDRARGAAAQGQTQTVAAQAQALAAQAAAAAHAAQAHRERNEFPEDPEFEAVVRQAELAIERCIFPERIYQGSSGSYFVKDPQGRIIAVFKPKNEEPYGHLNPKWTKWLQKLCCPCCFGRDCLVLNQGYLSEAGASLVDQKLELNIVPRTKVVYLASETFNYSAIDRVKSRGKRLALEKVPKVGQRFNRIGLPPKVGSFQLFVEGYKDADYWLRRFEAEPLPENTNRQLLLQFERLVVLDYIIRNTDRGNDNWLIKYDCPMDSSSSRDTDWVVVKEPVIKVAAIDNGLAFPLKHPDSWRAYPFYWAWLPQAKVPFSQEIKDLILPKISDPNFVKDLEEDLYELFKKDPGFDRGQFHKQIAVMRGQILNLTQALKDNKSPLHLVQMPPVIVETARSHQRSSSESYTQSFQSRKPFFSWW
#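 In this quantitative HTS, ADP production by PI4K2A was quantified luminescently after 1 h at ambient temperature; 100 microM adenosine served as plate-quality control.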
# The depositor's hits bear a star. Not all compounds are listed (hit frequency here may not be typical).
PI4K2A block,compound
-1,C[C@@H]1[C@@H](c2ccccc2)c2cc3ccccc3nc2C(=O)C[C@@H]1C(=O)N1CCCC1
4,COc1ccc(CCC(C)=O)cc1
-1,COC(=O)C1=CN(c2ccc(N3CCOCC3)cc2)C(N)=C(C#N)C1c1ccc(-c2ccccc2)cc1 (centres undefined)
1,COC(=O)C1=CN(c2ccc3c(c2)OCO3)C(N)=C(C#N)C1c1ccccc1 (centres undefined)
4,CCC(C)CNC(=O)c1oc(=O)c2ccccc2c1-c1ccc(C)cc1 (centres undefined)
-1,COC(=O)c1cc(-c2cc(Cl)cc(Cl)c2)c(=O)n2c1CCC2
5,CCCc1c(-c2ccc(F)cc2F)ncn1Cc1cccc(-c2ccccc2)c1
-2,CC(C)C[C@H](NC1(C(=O)NCCc2c[nH]c3ccccc23)CCN(C)CC1)C(=O)NCCCc1ccccc1
-1,O=[N+]([O-])c1cc(C=NN2CCN(Cc3ccccc3Cl)CC2)ccc1Cl
-3,O=C1Nc2ccccc2-n2nnnc2C1N1CCN(CCN2CCOCC2)CC1 (centres undefined)
-2,CCCCN1CCN(C(=O)Cn2c(=O)c3ccccc3n(CC)c2=O)CC1
6,O=C(CC1CCCC1)N1CC[C@H]2[C@H](CCCN2Cc2ccc(F)cc2)C1
0,CC(C)(C)c1ccc(-c2nnc(SCC(=O)c3ccc4ccccc4c3)n2-c2ccc(Cl)cc2)cc1
-2,Cc1ccc(F)cc1C(=O)N1CCCC(c2nc(-c3cccs3)no2)C1 (centres undefined)
-5,COC(=O)[C@]12C[C@H](CC(=O)N3CCCCC3)C(=O)N(CCc3ccc(OC)c(OC)c3)C1=C[C@H](C(C)(C)C)O[C@@H]2C
-2,CNc1ccccc1/C(O)=C(\C#N)C(=O)NCc1cccc2ccccc12
-1,O=C(Nc1ccccc1)OCCN1CCCC12CCC(c1ccccc1)CC2 (centres undefined)
0,CC(C)c1cc(Cn2c3ccccc3c(=O)n2C(C)Cn2cc(CCc3ccccc3)nn2)on1 (centres undefined)
1,Cc1nc2cc(C(=O)N3CCN(C(=O)OCc4ccccc4)CC3)ccc2n1C1CCCC1
2,CCOC(=O)CC[C@@]1(C(=O)OCC)C[C@@H](CC(=O)N2CCOCC2)C(=O)N2CCCC=C21
2,C=CCN1[C@@H](C)COc2cc(F)ccc2S1(=O)=O
-2,CC(C)(C)NC(=O)C(c1ccncc1)n1c(=O)c(-c2ccco2)nc2ccccc21 (centres undefined)
-5,O[C@H](COc1ccc(Cl)cc1)CN1CCC(C(O)(c2ccccc2)c2ccccc2)CC1
-4,CN1CCC(N[C@@H](Cc2ccccc2)C(=O)NCC(c2ccccc2)c2ccccc2)(C(=O)NC2CCCCC2)CC1
-1,O=C(NC1CCCCN(Cc2cccc(Cl)c2)C1=O)c1cccc([N+](=O)[O-])c1 (centres undefined)
-5,COc1ccc(Cn2ccc3ccc(-c4ccc5ccn(C(=O)C6CCCCC6)c5c4)cc32)cc1
2,O=C(C[C@H]1CC[C@H]2[C@@H](COC[C@@H](O)CN2S(=O)(=O)c2ccc(F)cc2)O1)N[C@@H]1CCN(Cc2ccccc2)C1
-4,Cc1csc(NC(=O)c2ccc(COc3cccc(F)c3)o2)n1
-1,CS(=O)(=O)c1ccc(OCCCN2CCC(C(O)(c3ccccc3)c3ccccc3)CC2)cc1
-4,CCN(CC)CCCNC(=O)CC1Oc2ccccc2NC1=O (centres undefined)
-1,C#CCN1CC(N(C)CCO)CS1(=O)=O (centres undefined)
-3,CCn1c(COc2ccc(C)cc2)nnc1SCC(=O)Nc1ccc(Oc2ccccc2)cc1
-2,COc1ccc(S[C@]2(C(=O)N3CCOCC3)CC(=O)N(c3ccc(C#N)cc3)[C@@H]2c2ccc(OC)cc2)cc1
-1,O=C(c1ccc(C#Cc2ccccc2)cc1)N1CCC(O)CC1
-4,Cc1ccc(OCc2nnc(SCC(=O)Nc3cccc4ccccc34)n2Cc2ccco2)cc1
5,CN(Cc1ccccc1)C(=O)OCc1cn(Cc2cccc(C(F)(F)F)c2)nn1
0,Clc1ccc(-n2c(SCc3cccc4ccccc34)nnc2-c2ccccn2)cc1
3,COc1ccc2c(c1)CN1C(=O)N(CCc3ccccc3)S(=O)(=O)CC21 (centres undefined)
4,Cc1cccc(NC(=O)CSc2ncnc3sc4c(c23)CCCC4)c1
-1,O=C(CCn1nnc(-c2cccs2)n1)N1CCOCC1
2,CCCCOc1ccc(C(=O)NC2CCCCN(CC)C2=O)cc1 (centres undefined)
-5,COc1cccc(/C=N\N2CCN(c3ccc(C)cc3)CC2)c1O
-4,c1ccc(OC2CCN(c3ncnc4sccc34)CC2)cc1
-2,COC(=O)[C@]12C[C@H](CC(=O)N3CCC(c4ccccc4)CC3)C(=O)N(Cc3ccc4c(c3)OCO4)C1=C[C@H](C(C)C)O[C@@H]2C1CC1
-2,Cc1cccc(C)c1NC(=O)C(c1ccccc1OC(F)(F)F)N1CCN(C)CC1 (centres undefined)
2,CC1(C(=O)NCc2ccccc2)CN(S(C)(=O)=O)CC(=O)N1CCc1ccc(O)cc1 (centres undefined)
-2,Cc1ccc(NC(=O)C2CC3CCC2C3)c(C)c1 (centres undefined)
4,O=C(CSc1nnc(-c2ccccc2)n1-c1ccc(Cl)cc1)c1ccc(F)cc1
-2,CC(=O)CC1N(S(=O)(=O)c2ccc(C)cc2)c2ccccc2N1S(=O)(=O)c1ccc(C)cc1
3,COc1cc2c(cc1NC(=O)CSc1nnc(-c3ccccn3)n1-c1ccccc1)oc1ccccc12
-3,Cc1ccccc1NC(=O)CCS(=O)(=O)c1ccccc1
0,CN1CC=C(c2ccccc2)N(c2ccccc2)C1=O
0,CCCCC(=O)N[C@H]1CC[C@@]23CCCN2C(=O)CCC[C@H]3[C@H]1C
-1,Cc1ccccc1C1CCC2(CCC(=O)N2CC[C@@H](O)c2ccccc2)CC1 (some centres undefined)
5,O=C(NN=Cc1ccc(-c2ccccc2)cc1)c1cc(-c2ccc(Cl)cc2)n[nH]1
-5,C[C@@H]1[C@@H](O)C[C@@]2(C[C@H](O)c3ccccc3O2)O[C@H]1c1ccccc1

# 28 neighbouring records from above, for reference:
PI4K2A block,compound
-1,CS(=O)(=O)c1ccc(OCCCN2CCC(C(O)(c3ccccc3)c3ccccc3)CC2)cc1
-4,CCN(CC)CCCNC(=O)CC1Oc2ccccc2NC1=O (centres undefined)
-1,C#CCN1CC(N(C)CCO)CS1(=O)=O (centres undefined)
-3,CCn1c(COc2ccc(C)cc2)nnc1SCC(=O)Nc1ccc(Oc2ccccc2)cc1
-2,COc1ccc(S[C@]2(C(=O)N3CCOCC3)CC(=O)N(c3ccc(C#N)cc3)[C@@H]2c2ccc(OC)cc2)cc1
-1,O=C(c1ccc(C#Cc2ccccc2)cc1)N1CCC(O)CC1
-4,Cc1ccc(OCc2nnc(SCC(=O)Nc3cccc4ccccc34)n2Cc2ccco2)cc1
5,CN(Cc1ccccc1)C(=O)OCc1cn(Cc2cccc(C(F)(F)F)c2)nn1
0,Clc1ccc(-n2c(SCc3cccc4ccccc34)nnc2-c2ccccn2)cc1
3,COc1ccc2c(c1)CN1C(=O)N(CCc3ccccc3)S(=O)(=O)CC21 (centres undefined)
4,Cc1cccc(NC(=O)CSc2ncnc3sc4c(c23)CCCC4)c1
-1,O=C(CCn1nnc(-c2cccs2)n1)N1CCOCC1
2,CCCCOc1ccc(C(=O)NC2CCCCN(CC)C2=O)cc1 (centres undefined)
-5,COc1cccc(/C=N\N2CCN(c3ccc(C)cc3)CC2)c1O
-4,c1ccc(OC2CCN(c3ncnc4sccc34)CC2)cc1
-2,COC(=O)[C@]12C[C@H](CC(=O)N3CCC(c4ccccc4)CC3)C(=O)N(Cc3ccc4c(c3)OCO4)C1=C[C@H](C(C)C)O[C@@H]2C1CC1
-2,Cc1cccc(C)c1NC(=O)C(c1ccccc1OC(F)(F)F)N1CCN(C)CC1 (centres undefined)
2,CC1(C(=O)NCc2ccccc2)CN(S(C)(=O)=O)CC(=O)N1CCc1ccc(O)cc1 (centres undefined)
-2,Cc1ccc(NC(=O)C2CC3CCC2C3)c(C)c1 (centres undefined)
4,O=C(CSc1nnc(-c2ccccc2)n1-c1ccc(Cl)cc1)c1ccc(F)cc1
-2,CC(=O)CC1N(S(=O)(=O)c2ccc(C)cc2)c2ccccc2N1S(=O)(=O)c1ccc(C)cc1
3,COc1cc2c(cc1NC(=O)CSc1nnc(-c3ccccn3)n1-c1ccccc1)oc1ccccc12
-3,Cc1ccccc1NC(=O)CCS(=O)(=O)c1ccccc1
0,CN1CC=C(c2ccccc2)N(c2ccccc2)C1=O
0,CCCCC(=O)N[C@H]1CC[C@@]23CCCN2C(=O)CCC[C@H]3[C@H]1C
-1,Cc1ccccc1C1CCC2(CCC(=O)N2CC[C@@H](O)c2ccccc2)CC1 (some centres undefined)
5,O=C(NN=Cc1ccc(-c2ccccc2)cc1)c1cc(-c2ccc(Cl)cc2)n[nH]1
-5,C[C@@H]1[C@@H](O)C[C@@]2(C[C@H](O)c3ccccc3O2)O[C@H]1c1ccccc1

# The list continues:
PI4K2A block,compound
-3,COC(=O)C1=CN(c2ccc(C(C)(C)C)cc2)C(N)=C(C#N)C1c1cccc2ccccc12 (centres undefined)
2,CC1CN(c2nc3ccccc3nc2SCC(=O)N2CCN(S(=O)(=O)c3ccc(F)cc3)CC2)CC(C)O1 (centres undefined)
-4,Cc1cccc(C)c1NC(=O)C(c1cccc(F)c1)N1CCN(C)CC1 (centres undefined)
-1,Nn1c(SCC(=O)Nc2cccc3ccccc23)nnc1-c1cc(-c2ccccc2)n[nH]1
2,CCCCCNC(=O)C(CCc1ccccc1)n1c(=O)c(-c2ccccc2)nc2ccccc21 (centres undefined)
-5,Clc1ccc([C@H]2OC[C@@]3(CNCc4ccc5c(c4)OCO5)CS[C@H](c4ccc(Cl)cc4)N23)cc1
7,CN1C2=NC(c3ccccc3)CC(=O)N2/C(=C\c2ccccc2)C1c1ccccc1C(F)(F)F (centres undefined)
-5,O=C1CCC[C@H]2CC3(CC[C@]24CCCN14)OCCO3
-4,C=CCN1C(=O)[C@@H](CC(=O)N2CCC(c3ccccc3)CC2)[C@]2(C(=O)OCC)CCCCC/C=C/12
-2,COC(=O)C[C@H]1CC[C@H]2[C@H](COc3ccc(NS(=O)(=O)c4ccccc4C)cc3C(=O)N2C)O1
-2,COC(=O)[C@]12C[C@H](CC(=O)N3CCN(C(=O)C4CC4)CC3)C(=O)N(Cc3ccco3)C1=C[C@H](C1CCCC1)O[C@@H]2C
0,FC(F)(F)c1cccc(N2CCN(C(=S)Nc3nccc4ccccc34)CC2)c1
-3,Cc1cccc(-c2nnc(SCC(=O)Nc3ccc(-c4nc5ccc(C)cc5s4)cc3)n2Cc2ccco2)c1
7,CN1C2=N[C@H](c3ccccc3Br)CC(=O)N2/C(=C\c2ccccc2)[C@@H]1c1ccccc1
3,Cc1cnc(-c2nc3ccccc3n2C(C(=O)NC(C)(C)C)c2cc3ccccc3o2)cn1 (centres undefined)
-7,CC(C)(C)C(=O)OC12CCCN(C1)/C(=C/c1ccccc1)C2 (centres undefined)
3,O=C(NC1CCCc2c1cnn2-c1ccc(F)cc1F)c1cccs1 (centres undefined)
-9,CCCC#Cc1ccc(CC[C@H]2O[C@H]3CC[C@H](CO)O[C@H]3C[C@H]2NC(=O)CN2CCOCC2)cc1
-1,O[C@H](COc1ccc(OC(F)(F)F)cc1)CN1CCC(C(O)(c2ccccc2)c2ccccc2)CC1
-4,CCC[C@H]1[C@@H](NCC2CCCCC2)CC[C@@]23CCCN2C(=O)CCC[C@@H]13
-27,C/C(C=Nn1c(-c2ccc(F)cc2)n[nH]c1=S)=C/c1ccco1
-3,CC(=O)N[C@@H](CCC(N)=O)C(=O)O
0,COc1ccc2[nH]cc(C(C)c3ccccc3O)c2c1 (centres undefined)
-2,Cc1ccccc1CN1C(=O)CSCC1(C)C(=O)Nc1ccc2c(c1)OCCO2 (centres undefined)
2,CCn1c2ccccc2c2cc(C=NNC(=O)c3cc(-c4ccc(OC)cc4)n[nH]3)ccc21
4,CCOC(OCC)P(=O)(CNC(c1ccccc1)(c1ccccc1)c1ccccc1)OCC (centres undefined)
2,O=c1c2ccccc2n(Cc2ccno2)n1[C@@H](Cc1ccccc1)Cn1cc(C2CCCC2)nn1
3,COc1ccc2nc(SCc3ncc(C)c(OC)c3C)[nH]c2c1
-1,CCCCNC(=O)C1(C(=O)c2ccc(OC)cc2)CC(c2ccccn2)=NO1 (centres undefined)
-6,CCCCCCCCNS(=O)(=O)CC1NCc2ccccc21 (centres undefined)
-8,CC(=O)N1CCC(C(=O)N2c3ccccc3N=C(c3ccc4c(c3)OCO4)C2C(=O)NCc2ccccc2)CC1 (centres undefined)
0,COc1ccc(CC(=O)NC2CCCCN(Cc3ccc(Cl)cc3)C2=O)cc1OC (centres undefined)
4,CCCCCN1CCCCC(NC(=O)c2ccc3ccccc3c2)C1=O (centres undefined)
5,COc1ccc(CNC(=O)O[C@H]2CC[C@@]34CCCN3C(=O)CCC[C@H]4[C@H]2C)cc1OC
2,COc1ccc(CN2C(=O)CSCC2(C)C(=O)NCc2ccccc2)cc1 (centres undefined)
-3,Cc1ccc2c(c1)C1CS(=O)(=O)N(Cc3ccccc3)C(=O)N1C2 (centres undefined)
-1,CC(C)(C)NC(=O)C(c1cc2ccccc2o1)n1c(=O)c(-c2cc3ccccc3[nH]2)nc2ccccc21 (centres undefined)
-3,N#Cc1ccc(NC(=O)OC2CCC23CCC(c2ccccc2)CC3)cc1 (centres undefined)
-1,O=C1N(Cc2ccccc2)c2ccccc2C12CCCc1sc(CCc3ccccc3)nc12 (centres undefined)
